Source: PubChem (several laboratories)
HIF activator = HIF pathway transcriptional activation | activation, % at 7.5 µM (by protocol) | U2OS HRE-luciferase reporter, luminescence; normalized: DMSO 0%, desferrioxamine 100% | 300,000 compounds, 0.32% hits;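 active = mean activation of at least 10% of the iron chelator positive control signal, with at least half of replicates also reaching 10%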
SKKanGAS inh = blocks kanamycin growth of S. pyogenes SKKanGAS strain; BacTiter-Glo, 6 h; inhibition, % at 7.5 µM; 300,000 compounds, 1.3% hits;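 active = mean replicate score, as percent of positive control median, at least 50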;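 note: strain carries kanamycin resistance gene driven by streptokinase promoter and grows in 40 µg/ml kanamycin; loss of luminescence reflects streptokinase promoter inhibition or plain growth inhibition; 0% = median of DMSO wells and 100% = positive control at its reference dose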
RGS4 block = human RGS4 inhibition. P49798. HEK293 M3R/RGS4 inducible, Fluo-4 calcium flux; active compounds read high; triggered by carbachol at its EC20. B-score at 10 µM. 310,000 compounds, 0.45% hits. AID 463165;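 active = B-score, a plate-corrected calcium signal, over three deviations above library mean, with baseline fluorescence within five deviations of library mean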;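 note: RGS4 expression induced by doxycycline in cells with stable M3 receptor; B-score is computed from the integrated fluorescence ratio over baseline after carbachol; higher B-score means a larger calcium signal and so more RGS4 inhibition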
Target sequence (P49798 whole entry, looked up): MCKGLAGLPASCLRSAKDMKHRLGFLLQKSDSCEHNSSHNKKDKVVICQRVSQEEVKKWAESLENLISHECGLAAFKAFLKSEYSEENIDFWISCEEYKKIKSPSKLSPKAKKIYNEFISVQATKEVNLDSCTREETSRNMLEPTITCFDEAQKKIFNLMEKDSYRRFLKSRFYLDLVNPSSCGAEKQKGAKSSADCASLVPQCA
Platelet DG rel = modulates dense granule release in human platelets; inhibition, %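 (compounds screened at 7.5 µM in platelet-rich plasma)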; 300,000 compounds, 0.22% hits; human platelet-rich plasma, SFLLRN dense granule ATP release, luminescence;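 active = mean replicate score, as percent of positive control, at or above 50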
MrgX1 antag = blocks BAM8-22 activation of human MrgX1 receptor | AID 588676 | MRGX1-HEK293 calcium flux, Fluo-4, BAM8-22 antagonism; active compounds read low | Q96LB2 | 310,000 compounds, 1.3% hits | B-score at 10 µM;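 active = calcium-response B-score plate-corrected more than 3 library SD below zero, starting fluorescence within 5 deviations, no agonist response on first addition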;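 note: peak minus trough fluorescence over baseline after final BAM8-22 challenge near maximal dose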
RGS4 pot = RGS4 potentiation or activation; HEK293 M3R/inducible RGS4, carbachol calcium flux Fluo4; active compounds read low; B-score at 10 µM; 310,000 compounds, 0.92% hits;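 active = B-score of the integrated calcium signal more than 4 SD below the library mean, with starting fluorescence not abnormally high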;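 note: negative B-score means reduced calcium response which marks RGS4 activation or potentiation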
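Reagent: ECmax carbachol challenge; Test system: M3R-expressing HEK293 line, RGS4 induced by doxycycline; Schedule: overnight RGS4 induction, 30 min dye load 37 °C, 20 min compound RT; Detection: calcium dye Fluo4 fluorescence; Read-out: Agonist-evoked peak-minus-minimum fluorescence over baseline, integrated ratio, B score.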
TRPC6 inh = blocks the mouse TRPC6 cation channel. HEK293-TRPC6, membrane potential dye, ACh-evoked depolarization; active compounds read low. Q61143. B-score at 10 µM. 310,000 compounds, 1.1% hits;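 active = B-score under library mean minus 3 SD, initial fluorescence not abnormally high, positive integrated signal ratio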;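 note: B-score derived from integrated fluorescence ratio over the kinetic read; more negative B-score means stronger inhibition of depolarization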
Target sequence (Q61143 whole entry, looked up): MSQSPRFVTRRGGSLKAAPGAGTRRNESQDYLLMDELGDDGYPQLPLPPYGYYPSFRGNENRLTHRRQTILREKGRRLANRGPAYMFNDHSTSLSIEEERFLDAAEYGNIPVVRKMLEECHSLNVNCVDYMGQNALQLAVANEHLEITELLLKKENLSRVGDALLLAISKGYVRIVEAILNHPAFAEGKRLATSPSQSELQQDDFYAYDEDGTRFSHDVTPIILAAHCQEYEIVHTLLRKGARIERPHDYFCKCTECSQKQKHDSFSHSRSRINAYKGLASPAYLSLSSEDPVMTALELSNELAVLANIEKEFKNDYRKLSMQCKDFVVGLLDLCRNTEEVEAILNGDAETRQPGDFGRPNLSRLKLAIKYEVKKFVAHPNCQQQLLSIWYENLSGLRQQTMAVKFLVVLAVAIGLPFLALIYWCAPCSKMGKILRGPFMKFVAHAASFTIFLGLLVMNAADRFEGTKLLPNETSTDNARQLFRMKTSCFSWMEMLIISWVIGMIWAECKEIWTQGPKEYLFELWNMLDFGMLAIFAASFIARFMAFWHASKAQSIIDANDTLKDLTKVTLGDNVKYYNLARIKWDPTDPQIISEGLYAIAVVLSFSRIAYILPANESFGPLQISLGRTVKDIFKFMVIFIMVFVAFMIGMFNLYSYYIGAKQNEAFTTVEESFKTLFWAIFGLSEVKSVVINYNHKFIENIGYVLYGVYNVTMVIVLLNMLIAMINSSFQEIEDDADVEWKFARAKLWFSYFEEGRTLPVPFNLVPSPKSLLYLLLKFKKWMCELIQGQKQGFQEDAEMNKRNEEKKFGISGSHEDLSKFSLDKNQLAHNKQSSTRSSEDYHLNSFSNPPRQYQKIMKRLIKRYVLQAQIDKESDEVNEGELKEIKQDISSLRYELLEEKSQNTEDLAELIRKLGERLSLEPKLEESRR
MrgX1 PAM = allosterically activates human MrgX1 receptor signaling | MrgX1-HEK293, Fluo-4 calcium flux, FDSS; active compounds read high | B-score at 10 µM | AID 588675 | 310,000 compounds, 0.63% hits;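 active = plate-corrected calcium response at least 3 library SD above typical, normal starting fluorescence, not activating the receptor alone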;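 note: compound read alongside a low EC10 to EC30 dose of BAM8-22 agonist; peak minus trough fluorescence over baseline measured at the second addition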
TRPC4 inh = TRPC4 (mouse) channel inhibition | HEK293 TRPC4beta/mu-opioid, DAMGO-evoked Fluo4 calcium flux; active compounds read low | B-score at 10 µM | 300,000 compounds, 0.39% hits | AID 2247;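 active = B-score over 3 SD under the library average, no early fluorescence shift, positive overall ratio signal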
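Assay system: HEK293 cells with stable TRPC4beta plus mu-opioid receptor expression. Dosing: single dose. Measured by: Fluo4 Ca2+ flux fluorescence. Also added: DAMGO in two steps, submaximal then maximal. Read-out: B score from integrated Fluo4 fluorescence ratio.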
MrgX1 agonist = activates human MrgX1 receptor signaling; Q96LB2; MrgX1-HEK293 cells, Fluo-4 calcium fluorescence, agonist mode; active compounds read high; B-score at 10 µM; 310,000 compounds, 0.44% hits; AID 588627;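 active = calcium response B-score plate-corrected fluorescence ratio at least 3 library SD, with starting fluorescence B-score inside 5 SD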
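Material: HEK293 cells stably expressing human MrgX1 receptor | Quantity: 15,000 cells per well | Times: Cells plated overnight, dye loaded 0.5 h 37 °C, 0.5 h room temperature | Measured by: Kinetic Fluo-4 NW fluorescence of intracellular calcium | Control set: Positive and negative controls per plate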
TRPC6 act = activators of mouse TRPC6 channel; HEK293-TRPC6 membrane potential dye fluorescence; active compounds read high; 310,000 compounds, 0.13% hits; AID 2550; B-score at 10 µM;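 active = B-score of the integrated fluorescence ratio above library mean plus 3 SD, and starting fluorescence ratio within library mean plus 5 SD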;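 note: higher score means more depolarization so channel activation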
* marks the source's active call; other numbers are inactive results.

`COc1cc(OC)nc(-n2ncc(OC)c(Br)c2=O)n1` gave HIF activator -0.3, SKKanGAS inh -3.7, RGS4 block inactive, Platelet DG rel 2.5, MrgX1 antag inactive, RGS4 pot inactive, TRPC6 inh inactive, MrgX1 PAM inactive, TRPC4 inh inactive, MrgX1 agonist inactive and TRPC6 act inactive.
`Cc1cccc(C2C3=C(Nc4[nH]n(-c5ccccc5)c(=O)c42)c2ccccc2C3=O)c1` (stereo not drawn) gave HIF activator 0.3, SKKanGAS inh 18.2, RGS4 block inactive, Platelet DG rel -5.8, RGS4 pot inactive, TRPC6 inh inactive, TRPC4 inh inactive and TRPC6 act inactive.
Screening CC(NC=O)c1nc2ccccc2n1CCc1ccccc1 (stereo not drawn) returned HIF activator -0.1, SKKanGAS inh -2.7, RGS4 block inactive, Platelet DG rel -1.7, MrgX1 antag inactive, RGS4 pot inactive, TRPC6 inh inactive, MrgX1 PAM inactive, TRPC4 inh inactive, MrgX1 agonist inactive and TRPC6 act inactive.
Screening COc1cc(NC(=O)NC(C)(C(F)(F)F)C(F)(F)F)cc(OC)c1OC returned HIF activator -0.9, SKKanGAS inh -5.5, RGS4 block inactive, Platelet DG rel -14.1, MrgX1 antag inactive, RGS4 pot inactive, TRPC6 inh inactive, MrgX1 PAM inactive, TRPC4 inh inactive, MrgX1 agonist inactive and TRPC6 act inactive.
CC1(c2ccccc2Cl)NC(=O)N(CC(=O)NCCC2=CCCCC2)C1=O (stereo not drawn) was read as HIF activator -1.0, SKKanGAS inh -7.3, RGS4 block inactive, Platelet DG rel -1.4, MrgX1 antag inactive, RGS4 pot inactive, TRPC6 inh inactive, MrgX1 PAM inactive, TRPC4 inh inactive, MrgX1 agonist inactive and TRPC6 act inactive.
Cn1c(=O)c2sccc2n(Cc2ccc(Br)cc2)c1=O was read as HIF activator -0.1, SKKanGAS inh 5.3, RGS4 block inactive, Platelet DG rel -2.7, MrgX1 antag inactive, RGS4 pot inactive, TRPC6 inh inactive, MrgX1 PAM inactive, TRPC4 inh inactive, MrgX1 agonist inactive and TRPC6 act inactive.
For COc1ccccc1NC(=O)NCCN1CCCCC1 the results were HIF activator 0.6, SKKanGAS inh -1.0, RGS4 block inactive, Platelet DG rel 8.0, MrgX1 antag inactive, RGS4 pot inactive, TRPC6 inh inactive, MrgX1 PAM inactive, TRPC4 inh inactive, MrgX1 agonist inactive and TRPC6 act inactive.
COC(=O)c1nnn(-c2nonc2N)c1CSc1ccc(Cl)cc1 was read as HIF activator -0.1, SKKanGAS inh 6.2, RGS4 block inactive, Platelet DG rel 9.2, MrgX1 antag inactive, RGS4 pot inactive, TRPC6 inh inactive, MrgX1 PAM inactive, TRPC4 inh inactive, MrgX1 agonist inactive and TRPC6 act inactive.
`CCc1cccc(NC(=O)NC(=O)Cn2nnc(C(=O)OC)c2C(=O)OC)c1` gave HIF activator -0.1, SKKanGAS inh 1.7, RGS4 block inactive, Platelet DG rel -10.0, MrgX1 antag inactive, RGS4 pot inactive, TRPC6 inh inactive, MrgX1 PAM inactive, TRPC4 inh inactive, MrgX1 agonist inactive and TRPC6 act inactive.
CCS(=O)(=O)Nc1ccc2c(c1)OCO2 was read as HIF activator 0.1, SKKanGAS inh -1.4, RGS4 block inactive, Platelet DG rel 1.5, MrgX1 antag inactive, RGS4 pot inactive, TRPC6 inh inactive, MrgX1 PAM inactive, TRPC4 inh inactive, MrgX1 agonist inactive and TRPC6 act inactive.
CCOc1ccccc1C(=O)OCC(=O)Nc1ncc(C(F)(F)F)cc1Cl was read as HIF activator 0.2, SKKanGAS inh 4.2, RGS4 block inactive, Platelet DG rel -1.8, MrgX1 antag inactive, RGS4 pot inactive, TRPC6 inh inactive, MrgX1 PAM inactive, TRPC4 inh inactive, MrgX1 agonist inactive and TRPC6 act inactive.
For COc1ccc(-c2noc(N3CCC(C(=O)N(C)c4ccccc4C)CC3)n2)cc1 the results were HIF activator 0.1, SKKanGAS inh -5.6, RGS4 block inactive, Platelet DG rel 8.1, MrgX1 antag inactive, RGS4 pot inactive, TRPC6 inh inactive, MrgX1 PAM inactive, TRPC4 inh inactive, MrgX1 agonist inactive and TRPC6 act inactive.
COc1ccc(OC)c(NC(=O)C2C3C=CC(C3)C2C(=O)NCc2ccccn2)c1 (stereo not drawn) was read as HIF activator -0.5, SKKanGAS inh 2.2, RGS4 block inactive, Platelet DG rel 9.4, MrgX1 antag inactive, RGS4 pot inactive, TRPC6 inh inactive, MrgX1 PAM inactive, TRPC4 inh inactive, MrgX1 agonist inactive and TRPC6 act inactive.
For C=CCSc1nnc2c(n1)OC(c1ccccn1)N(C(C)=O)c1ccccc1-2 (stereo not drawn) the results were HIF activator 0.7, SKKanGAS inh 0.6, RGS4 block inactive, Platelet DG rel -2.8, MrgX1 antag inactive, RGS4 pot inactive, TRPC6 inh inactive, MrgX1 PAM inactive, TRPC4 inh inactive, MrgX1 agonist inactive and TRPC6 act inactive.
Screening O=C(Nc1ccc(S(=O)(=O)Nc2ncccn2)cc1)c1ccc2ncsc2c1 returned HIF activator -0.4, SKKanGAS inh 1.6, RGS4 block inactive, Platelet DG rel 7.4, MrgX1 antag -5.04*, RGS4 pot inactive, TRPC6 inh inactive, MrgX1 PAM inactive, TRPC4 inh inactive, MrgX1 agonist inactive and TRPC6 act inactive.
Screening Cc1cc(C)n(C(=O)COc2ccc(Cl)cc2Cl)n1 returned HIF activator -0.8, SKKanGAS inh -4.7, RGS4 block inactive, Platelet DG rel -3.1, MrgX1 antag inactive, RGS4 pot inactive, TRPC6 inh inactive, MrgX1 PAM inactive, TRPC4 inh inactive, MrgX1 agonist inactive and TRPC6 act inactive.
Screening O=c1c(Cl)c(N2CCOCC2)cnn1-c1nc2ccccc2[nH]1 returned HIF activator 0.2, SKKanGAS inh -4.0, RGS4 block inactive, Platelet DG rel 10.9, MrgX1 antag -7.07*, RGS4 pot inactive, TRPC6 inh inactive, MrgX1 PAM inactive, TRPC4 inh inactive, MrgX1 agonist inactive and TRPC6 act inactive.
Cc1cc(C)nc(NCCO)n1 was read as HIF activator 1.1, SKKanGAS inh 3.7, RGS4 block inactive, Platelet DG rel 3.4, MrgX1 antag inactive, RGS4 pot inactive, TRPC6 inh inactive, MrgX1 PAM inactive, TRPC4 inh inactive, MrgX1 agonist inactive and TRPC6 act inactive.
C(=N\Nc1nc(N2CCOCC2)nc(N2CCOCC2)n1)/c1cccnc1 was read as HIF activator -0.6, SKKanGAS inh 3.0, RGS4 block inactive, Platelet DG rel 1.4, MrgX1 antag inactive, RGS4 pot inactive, TRPC6 inh inactive, MrgX1 PAM inactive, TRPC4 inh inactive, MrgX1 agonist inactive and TRPC6 act inactive.
For CC(C)COc1ccc(/C(O)=C2/C(=O)C(=O)N(CCN(C)C)C2c2ccncc2)cc1 (stereo not drawn) the results were HIF activator 0.3, SKKanGAS inh -3.9, RGS4 block inactive, Platelet DG rel 14.4, MrgX1 antag inactive, RGS4 pot inactive, TRPC6 inh inactive, MrgX1 PAM inactive, TRPC4 inh inactive, MrgX1 agonist inactive and TRPC6 act inactive.
`COCc1cc(C)nc(OCC(=O)N/N=C/c2ccc(OC)c(O)c2)c1C#N` gave HIF activator 0.1, RGS4 block inactive, Platelet DG rel 4.9, MrgX1 antag inactive, RGS4 pot inactive, TRPC6 inh inactive, MrgX1 PAM inactive, TRPC4 inh inactive, MrgX1 agonist inactive and TRPC6 act inactive.
COc1ccc(-n2nc(C(=O)NCC(=O)N3CCN(Cc4ccccc4)CC3)c3ccccc3c2=O)cc1OC was read as HIF activator -0.3, SKKanGAS inh -8.6, RGS4 block inactive, Platelet DG rel -6.8, MrgX1 antag inactive, RGS4 pot inactive, TRPC6 inh inactive, MrgX1 PAM inactive, TRPC4 inh inactive, MrgX1 agonist inactive and TRPC6 act inactive.
`CS(=O)(=O)c1ccc2nc(NC(=O)CN3C(=O)NC4(CCCC4)C3=O)sc2c1` gave HIF activator 0.0, SKKanGAS inh -4.7, RGS4 block inactive, Platelet DG rel 20.9, MrgX1 antag inactive, RGS4 pot inactive, TRPC6 inh inactive, MrgX1 PAM inactive, TRPC4 inh inactive, MrgX1 agonist inactive and TRPC6 act inactive.
`O=C1CC(Cc2ccccc2)C(=O)N1Cc1ccco1` (stereo not drawn) gave HIF activator 0.2, SKKanGAS inh -1.3, RGS4 block inactive, Platelet DG rel 6.1, MrgX1 antag inactive, RGS4 pot inactive, TRPC6 inh inactive, MrgX1 PAM inactive, TRPC4 inh inactive, MrgX1 agonist inactive and TRPC6 act inactive.
COc1ccc(C(=S)N2CCN(c3cccc(Cl)c3)CC2)cc1 was read as HIF activator -0.4, SKKanGAS inh 5.8, RGS4 block inactive, Platelet DG rel 10.7, MrgX1 antag inactive, RGS4 pot inactive, TRPC6 inh inactive, MrgX1 PAM inactive, TRPC4 inh inactive, MrgX1 agonist inactive and TRPC6 act inactive.
`CNC(=O)N(O)C1N(/N=C/c2cc(Br)ccc2O)C(=S)SC1(C)C` (stereo not drawn) gave HIF activator -9.8, SKKanGAS inh 3.6, RGS4 block inactive, Platelet DG rel -3.4, MrgX1 antag inactive, RGS4 pot inactive, TRPC6 inh -6.71*, MrgX1 PAM inactive, TRPC4 inh inactive, MrgX1 agonist inactive and TRPC6 act inactive.
For O=S(=O)(NCc1ccccc1)c1ccc2ccccc2c1 the results were HIF activator -0.2, SKKanGAS inh -1.0, RGS4 block inactive, Platelet DG rel 0.2, MrgX1 antag inactive, RGS4 pot inactive, TRPC6 inh inactive, MrgX1 PAM inactive, TRPC4 inh inactive, MrgX1 agonist inactive and TRPC6 act inactive.
`CC(NC(=O)C(C)(C)C)C(c1cccs1)N1CCOCC1` (stereo not drawn) gave HIF activator -0.2, SKKanGAS inh -0.4, RGS4 block inactive, Platelet DG rel 12.9, MrgX1 antag inactive, RGS4 pot inactive, TRPC6 inh inactive, MrgX1 PAM inactive, TRPC4 inh inactive, MrgX1 agonist inactive and TRPC6 act inactive.
COc1ccc(/C=C/C(=O)N(Cc2ccccc2)c2ccccn2)cc1OC was read as HIF activator 0.0, SKKanGAS inh -7.7, RGS4 block inactive, Platelet DG rel -0.2, MrgX1 antag inactive, RGS4 pot inactive, TRPC6 inh inactive, MrgX1 PAM inactive, TRPC4 inh inactive, MrgX1 agonist inactive and TRPC6 act inactive.
